# Assay outcomes deposited in PubChem BioAssay by Southern Research Specialized Biocontainment Screening Center.
# VEEV TC-83 Vero: inhibitors of VEEV TC-83 cytopathic effect, confirmation, Vero cells (AID 588727). Vero cells, VEEV TC-83 cytopathic effect inhibition; higher % means a stronger effect. inhibition, % at 20 µM, or IC50 in µM where a hit was titrated. 350,000 compounds, 0.13% hits; in the data active means a potency from the dose series; inconclusive means inhibition mostly from about 14% at the one dose, without a potency; inactive means the rest, 99 in 100 with inhibition below about 12%; further: strong numbers were not always called active
# PhoP GFP inhibition: PhoP regulon inhibitors, Salmonella typhi PhoP promoter GFP reporter, confirmatory (AID 1850); Salmonella Typhi PhoP-promoter GFP reporter, fluorescence, 4 h; higher % means a stronger effect; one-dose inhibition, % at 50 µM; IC50 in µM for titrated hits; 310,000 compounds, 0.33% hits; in the data active means a potency from the dose series; inconclusive means inhibition mostly from about 25% at the one dose, without a potency; inactive means the rest, 99 in 100 with inhibition below about 19%;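 further: 0% = induced wells with vehicle and 100% = uninduced wells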
# M. tuberculosis HTS: M. tuberculosis growth inhibition, HTS (AID 449762); M. tuberculosis H37Rv growth inhibition, 7H9 media; higher % means a stronger effect; inhibition, % at 25 µM, or IC50 in µM where a hit was titrated; 330,000 compounds, 0.59% hits; in the data active means a potency from the dose series; inconclusive means inhibition above about 70% without an active follow-up result;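 further: bacterial growth assessed after seven days of incubation; strong numbers were not always called active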
# M. tuberculosis: growth inhibition of non-replicating M. tuberculosis (AID 488890); Mycobacterium tuberculosis non-replicating, growth inhibition; higher % means a stronger effect; inhibition, % at 25 µM; hits with a dose series show IC50 in µM; 320,000 compounds, 0.39% hits; in the data active means a potency from the dose series; inconclusive means inhibition mostly from about 82% at the one dose, without a potency; inactive means the rest, 99 in 100 with inhibition below about 76%;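 further: plate controls were DMSO cells for no effect and high antibiotic wells for full effect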
# influenza NS1A: H1N1 influenza NS1A inhibitors, functional cell based assay (AID 504329). NS1A functional cell-based assay, percent inhibition; higher % means a stronger effect. inhibition, % at 12.5 µM, or IC50 in µM where a hit was titrated. 340,000 compounds, 0.3% hits; in the data active means a potency from the dose series; inconclusive means inhibition above about 27% without an active follow-up result; further: strong numbers were not always called active
# VEEV TC-83 Vero 10K pilot screen: second read-out of VEEV TC-83 Vero, no call of its own (marks repeat the call); inhibition, %; measured here: 10K pilot screen inhibition
# Numbers without * were called inactive; i = inactive; ? = inconclusive; . = no result given. Rows are unselected; about 1.5% have a hit in one of these screens.
SMILES,VEEV TC-83 Vero,PhoP GFP inhibition,M. tuberculosis HTS,M. tuberculosis,influenza NS1A,others
O=C(NNc1ccc([N+](=O)[O-])cc1)Nc1ccccc1,2.3%,-2%,32%,?,-2%,
Cn1cc(S(=O)(=O)N2CCOCC2)cc1C(=O)NCCc1ccccc1,1.4%,-1%,-6%,13%,32%,
CCCN1CCc2c(sc(NC(=O)c3ccc(S(=O)(=O)N4CCCC4)cc3)c2C(N)=O)C1,13%,-8%,5%,-7%,-11%,
CC(C)c1ccc(C(=O)Nc2ccc(N3CCOCC3)cc2)cc1,1.1%,3%,1%,17%,-1%,
COc1ccccc1Cc1nc2ccccc2n1S(=O)(=O)c1ccc(Cl)cc1,0.1%,-2%,5%,1%,-6%,
CC(=O)N1CCc2cc(S(=O)(=O)CCC(=O)NCc3ccco3)ccc21,0.1%,-4%,-4%,4%,4%,
O=C(O)CCCCCNCc1ccncc1,i,2%,-9%,-15%,-7%,
COc1cc(/C=C2/C(=N)N3OC(C)=CC3=NC2=O)ccc1OCCOc1ccc(C)cc1,1.2%,-2%,-5%,-7%,6%,
O=C1OC2(c3ccccc31)c1cc(I)c(O)c(I)c1Oc1c2cc(I)c(O)c1I,.,-222%,64%,60%,.,
c1ccc(C2=Nc3cccc4cccc(c34)N2)cc1,0.6%,2%,8%,-6%,7%,
Cc1ccc2nc(NC(=O)c3ccc(Cl)s3)sc2c1,0.5%,-14%,-3%,34%,-5%,
C=CCn1c(O)c(C=NC2CCN(Cc3ccccc3)CC2)c(=O)[nH]c1=O,i,6%,-1%,-5%,5%,
COc1ccc(C(CNC(=O)c2ccc(S(=O)(=O)Nc3ccc(F)cc3)cc2)N(C)C)cc1 (centres undefined),0.9%,4%,4%,18%,7%,
COc1ccc(-c2nnc(SCC(=O)NCc3cccs3)n2C)cc1,0.8%,2%,-6%,-3%,4%,
CC(=O)c1cccc(NC(=O)/C(=C/c2ccncc2)NC(=O)c2ccccc2)c1,i,-2%,7%,-6%,4%,
O=C(Cn1cncn1)N/N=C/c1ccccc1Cl,0.3%,-13%,-4%,-4%,0%,
COc1cccc(CCC(=O)O)c1OC,1.8%,-8%,-4%,2%,-3%,
CN1CCN(C(=S)c2cn(Cc3ccc(F)cc3)c3ccccc23)CC1,1.5%,-4%,6%,33%,22%,
CCCNC(=O)N1[C@H]2CC[C@@H]1C(C(=O)OC)=C(c1ccc(C(C)=O)cc1)C2,i,.,4%,-9%,-1%,
CCN(C(=O)COC(=O)c1cc(-c2ccccc2)nc2c1c(C)nn2-c1ccc(C)cc1)C1CCS(=O)(=O)C1 (centres undefined),0.2%,-17%,5%,-12%,-5%,
O=C1CC(N2CCOCC2)C(=O)N1CCc1ccccc1 (centres undefined),i,-3%,-1%,?,5%,
Cc1cccc(OCc2nc(C#N)c(N3CC(C)CC(C)C3)o2)c1 (centres undefined),3.4%,-5%,-4%,27%,8%,
COc1ccccc1OCC(=O)NCCC1=CCCCC1,1.9%,3%,4%,61%,-2%,
COc1ccc(CN2C(=O)NC3(CCCC3)C2=O)cc1F,0.7%,-6%,-10%,-10%,-9%,
CCOc1ccc(-n2c(=O)[nH]c3sc4c(c3c2=O)CCCC4)cc1,2.2%,6%,-5%,-12%,-4%,
C/C(=N\NC(=O)Cc1c(F)cccc1Cl)c1cccnc1,2.7%,-6%,-1%,-6%,-6%,
CCOc1ccc(C2C3=C(Nc4nc(N)[nH]c(=O)c42)c2ccccc2C3=O)cc1 (centres undefined),0.1%,-15%,-8%,-2%,6%,
Cc1cc(-c2ccc(Cl)cc2)n2ncnc2n1,0.4%,3%,-6%,-7%,.,
O=C(COc1ccc(Cl)cc1)OCC(=O)c1ccc[nH]1,7.5%,.,?,?,-3%,
O=C(NCC1CCCO1)c1ccccc1-c1nc(-c2ccccc2Cl)no1 (centres undefined),0.7%,7%,-3%,11%,-5%,
O=C(NCCOc1ccccc1)c1cc(C(=O)NCCOc2ccccc2)cc([N+](=O)[O-])c1,6.1%,-2%,2%,-6%,-2%,
COc1ccc(/C=C2/CCc3ccccc3C2=O)cc1OC,0.4%,-13%,5%,44%,4%,
CC(C)OC(=O)C1Cc2ccccc2CN1S(=O)(=O)c1cccs1 (centres undefined),i,3%,7%,9%,1%,
CCOC(=O)C1CCCN(CC(=O)/C=C2/N(C)c3ccccc3C2(C)C)C1 (centres undefined),i,-3%,17%,24%,4%,VEEV TC-83 Vero 10K pilot screen=0.1
CCOC(=O)c1ccc(NC(=O)N2CCN(CCc3ccccc3)CC2)cc1,2.2%,1%,?,54%,7%,
Cc1ccc(C)c(OCC(=O)Nc2ccc(S(=O)(=O)Nc3ccccn3)cc2)c1,1.1%,1%,-4%,25%,7%,
COc1ccccc1OCC(=O)Nc1cc(Cl)ccc1Oc1ccccc1,0.6%,-1%,-1%,6%,1%,
Cc1cccc(NC(=O)[C@H](NC(=O)[C@@H]2Cc3ccccc3CN2)c2ccccc2)c1,3.6%,-16%,9%,2%,-9%,
c1ccc(Nc2ncnc3c2oc2ccccc23)cc1,8.9%,-6%,40%,30%,2%,
COc1ccccc1-n1cnnc1SC(C)C(=O)NCC1CCCO1 (centres undefined),0.6%,.,-11%,-7%,3%,
CC(C)c1ccc(C(=O)OC2CCOC2=O)cc1 (centres undefined),0.4%,3%,-7%,4%,-7%,
Cc1ccc(S(=O)(=O)N(C)C)cc1NC(=S)Nc1cccc2ccccc12,3.0%,-21%,2%,-5%,-1%,
CC(C)(C)[C@H]1CCC(=O)N([C@H](CSc2ccccc2)Cc2ccccc2)CC1,4.4%,-14%,3%,2%,-19%,
CCC(CC)NC(=O)CC(c1ccccc1)c1ccccc1,i,-10%,-3%,5%,-3%,
CCCCOCCCN1CC(=O)N2[C@@H](Cc3c([nH]c4ccccc34)C2(C)C)C1=O,0.8%,-3%,1%,-5%,-21%,
O=C(NCc1ccccc1)C12CN(Cc3ccccc3)CC1C(c1ccc([N+](=O)[O-])cc1)=NO2 (centres undefined),3.5%,-6%,8%,15%,2%,
CCN(CC)CCN(C(=O)c1cc(Cl)sc1Cl)c1nc2cc3c(cc2s1)OCO3,3.2%,-14%,4%,-4%,-6%,
COc1ccc(S(=O)(=O)NNC(=O)c2ccccc2-n2cccc2)cc1,0.1%,-2%,-1%,-7%,-8%,
Cc1sc2c(c1C)C(O)=C(C(=O)Nc1ccccc1)S(=O)(=O)N2C,1.9%,-3%,-11%,33%,-19%,
Cc1cc(S(=O)(=O)Nc2ccc(C(=O)NCC3(N4CCCCC4)CCCCC3)cc2)ccc1F,6.0%,4%,-8%,-10%,-11%,
NC(=O)CSCc1ccc(Br)cc1,i,-14%,-18%,41%,6%,
O=C(CSc1nnnn1-c1ccc2c(c1)CCC2)Nc1ccc2c(c1)OCCO2,0.2%,-18%,9%,32%,7%,
N#Cc1ccc(-c2cccnc2)nc1SCC(=O)c1ccccc1,3.0%,-15%,-8%,33%,-8%,
O=S(=O)(c1ccc(Br)cc1)N1CCN(c2cc(-c3ccccc3)nc3ncnn23)CC1,i,-17%,?,7%,19%,
CCc1cc(=O)oc2c3c(cc(OCC(=O)NC4CC4)c12)OC(C)(C)CC3,7.8%,-11%,-8%,1%,-1%,
CCC(=O)N(Cc1c(C)nn(-c2ccccc2)c1Cl)c1ccc(Cl)cc1,0.7%,-1%,8%,29%,-9%,
Cc1cc(C(=O)OCC(=O)NCCCN2CCCC2=O)c2ccccc2n1,i,-8%,3%,-12%,2%,
Clc1ccc(Oc2cnc3ccccc3n2)cc1,2.0%,5%,-2%,22%,-13%,
CCOc1cc(C)c(S(=O)(=O)NCCCn2ccnc2)cc1C,0.2%,-9%,4%,19%,-16%,
Cc1ccc(C(=O)NC(=S)Nc2ccc(N3CCN(C(=O)c4ccco4)CC3)cc2)cc1,6.8%,-3%,1%,70%,20%,

# The list continues:
SMILES,VEEV TC-83 Vero,PhoP GFP inhibition,M. tuberculosis HTS,M. tuberculosis,influenza NS1A,others
Cc1ccc(-c2cc(C(=O)N3CC(C)OC(C)C3)c3ccccc3n2)o1 (centres undefined),5.8%,2%,-4%,0%,-10%,
COc1cccc(CN(Cc2cccnc2)S(=O)(=O)c2ccc(-n3cnnn3)c(C)c2)c1,i,-12%,-1%,17%,6%,
Cc1cccc(C)c1NC(=O)C1CCN(S(C)(=O)=O)CC1,i,-1%,2%,5%,19%,
Cc1cc(C)cc(NC(=O)N2C3CCCC2CC(NC(=O)C2CC2)C3)c1 (centres undefined),0.2%,7%,-2%,1%,12%,
COc1ccc(CNC(=S)Nc2ccc(-c3ccccc3)cc2)cc1,1.7%,-14%,?,?,0%,
O=C(CNC(=O)c1ccco1)OCC(=O)c1ccc2ccccc2c1,0.9%,5%,-4%,18%,-2%,
COCC(=O)N1CCc2ccc(NC(=O)c3ccccc3Cl)cc2C1,0.7%,5%,7%,10%,-8%,
Cc1ccc(S(=O)(=O)N(C)c2ccc(C(=O)N3CCN(Cc4ccc5c(c4)OCO5)CC3)cc2)cc1,i,-3%,?,27%,4%,
CCCc1cc(Nc2cccc(OCC)c2)n2ncnc2n1,i,-17%,-4%,41%,-7%,
FC(F)(F)c1nnc(-c2ccccc2)nc1N1CCOCC1,3.9%,6%,5%,1%,1%,
Cc1cc(CN(C)C(=O)CC2C(=O)NCCN2Cc2c(F)cccc2Cl)on1 (centres undefined),i,-5%,-3%,-7%,-10%,
Cc1cc(C(=O)OCC(=O)Nc2cccc(S(=O)(=O)N(C)C)c2)c(C)o1,0.2%,-11%,10%,8%,27%,
COc1ccc(-n2c(CNC(=O)COc3ccccc3)n[nH]c2=S)cc1,1.5%,4%,10%,-12%,8%,
COc1ccc(CN(C2CCCC2)S(=O)(=O)c2ccc(-n3cnnn3)cc2)cc1OC,i,-5%,0%,14%,18%,
COc1ccc(-c2ccc(SCC(=O)N3CCN(c4ccccc4)CC3)nn2)cc1,0.4%,8%,-5%,-6%,-3%,
NC(=S)N/N=C1\CCOc2ccc(Cl)cc21,1.4%,-5%,-4%,?,4%,
COc1ccc(S(=O)(=O)N2CCc3ccccc32)cc1C(=O)N1CCOCC1,i,6%,1%,-6%,-3%,

# Ordered by molar mass (largest number first): part of the list above.
SMILES,VEEV TC-83 Vero,PhoP GFP inhibition,M. tuberculosis HTS,M. tuberculosis,influenza NS1A,others
CCN(CC)CCN(C(=O)c1cc(Cl)sc1Cl)c1nc2cc3c(cc2s1)OCO3,3.2%,-14%,4%,-4%,-6%,
COc1cccc(CN(Cc2cccnc2)S(=O)(=O)c2ccc(-n3cnnn3)c(C)c2)c1,i,-12%,-1%,17%,6%,
COc1ccc(-c2ccc(SCC(=O)N3CCN(c4ccccc4)CC3)nn2)cc1,0.4%,8%,-5%,-6%,-3%,
CCOc1ccc(C2C3=C(Nc4nc(N)[nH]c(=O)c42)c2ccccc2C3=O)cc1 (centres undefined),0.1%,-15%,-8%,-2%,6%,
Cc1cc(C(=O)OCC(=O)Nc2cccc(S(=O)(=O)N(C)C)c2)c(C)o1,0.2%,-11%,10%,8%,27%,
COc1ccc(S(=O)(=O)NNC(=O)c2ccccc2-n2cccc2)cc1,0.1%,-2%,-1%,-7%,-8%,
CCOC(=O)C1CCCN(CC(=O)/C=C2/N(C)c3ccccc3C2(C)C)C1 (centres undefined),i,-3%,17%,24%,4%,VEEV TC-83 Vero 10K pilot screen=0.1
C=CCn1c(O)c(C=NC2CCN(Cc3ccccc3)CC2)c(=O)[nH]c1=O,i,6%,-1%,-5%,5%,
FC(F)(F)c1nnc(-c2ccccc2)nc1N1CCOCC1,3.9%,6%,5%,1%,1%,
COc1ccc(CN2C(=O)NC3(CCCC3)C2=O)cc1F,0.7%,-6%,-10%,-10%,-9%,
COc1ccccc1OCC(=O)NCCC1=CCCCC1,1.9%,3%,4%,61%,-2%,
O=C1CC(N2CCOCC2)C(=O)N1CCc1ccccc1 (centres undefined),i,-3%,-1%,?,5%,
CC(C)c1ccc(C(=O)OC2CCOC2=O)cc1 (centres undefined),0.4%,3%,-7%,4%,-7%,
c1ccc(C2=Nc3cccc4cccc(c34)N2)cc1,0.6%,2%,8%,-6%,7%,
